CHRM1 antagonist = human CHRM1 antagonism; CHO-K1 hM1, Fluo-8 calcium fluorescence, ACh EC80 antagonist; inhibition, % at 3 µM; 360,000 compounds, 1.3% hits;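 active = percent inhibition above its own plate's cutoff, namely the mean of that plate's compound wells plus 3 SD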;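 note: peak over basal fluorescence ratio during 140 s after agonist addition; 0% = ACh EC80 plus DMSO and 100% = DMSO alone without agonist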
Target sequence (P11229 whole entry, looked up): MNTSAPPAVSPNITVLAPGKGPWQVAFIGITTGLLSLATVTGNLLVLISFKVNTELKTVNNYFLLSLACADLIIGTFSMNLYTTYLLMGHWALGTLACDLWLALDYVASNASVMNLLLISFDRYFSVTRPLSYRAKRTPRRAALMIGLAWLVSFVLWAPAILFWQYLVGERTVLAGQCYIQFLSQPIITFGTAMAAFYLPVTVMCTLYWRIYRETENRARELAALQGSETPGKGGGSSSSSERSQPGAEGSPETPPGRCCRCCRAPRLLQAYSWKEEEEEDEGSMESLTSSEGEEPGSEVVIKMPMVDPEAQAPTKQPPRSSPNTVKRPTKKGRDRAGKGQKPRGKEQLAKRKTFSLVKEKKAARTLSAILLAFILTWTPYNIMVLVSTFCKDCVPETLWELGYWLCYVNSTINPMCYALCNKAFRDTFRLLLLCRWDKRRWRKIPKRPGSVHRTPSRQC
CHRM1 agonist = human M1 muscarinic receptor agonism; 360,000 compounds, 0.33% hits; activation, % at 3 µM; CHO-K1 hM1, Fluo-8 calcium fluorescence, agonist mode; 0% DMSO, 100% acetylcholine EC100; P11229; AID 588814;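 active = activation above the run's mean compound activation plus 3 SD, cut at about 16% in these data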;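 note: peak over basal fluorescence ratio within a 140 s kinetic read after compound addition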
CHO-K1 Ca antag = M1 antagonist counterscreen hit in parental CHO-K1 cells; inhibition, % at 3 µM; 360,000 compounds, 0.6% hits; ATP-induced calcium, Fluo-8 fluorescence; AID 602250;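 active = inhibition above a per-plate cutoff, the plate's mean sample inhibition plus 3 SD, cut at about 24% in these data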;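 note: 0% = DMSO plus EC80 ATP and 100% = DMSO alone without ATP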
CHO-K1 Ca PAM = counter-screen for M1 PAMs: effect in parental CHO-K1 cells; 360,000 compounds, 0.02% hits; ATP EC20, Fluo-8 calcium fluorescence; 0% at ATP EC20, 100% at ATP max; AID 602247; activation, % at 3 µM;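 active = activation above the run cutoff, the mean activation of all test compounds plus 3 SD, cut at about 40% in these data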;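 note: peak over basal fluorescence ratio in a 140 s read after ATP addition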
TAAR1 antagonist = antagonists of human TAAR1; inhibition, % at 3 µM; Q96RJ0; 360,000 compounds, 1.5% hits; CHO RD-HGA16 TAAR1, Fluo-8 calcium fluorescence, antagonist; AID 624466;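 active = inhibition above a per-plate cutoff, the mean inhibition of test compounds on that plate plus 3 SD, cut at about 49% in these data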;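 note: 0% = DMSO plus EC80 beta-PEA response and 100% = DMSO alone without agonist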
Target sequence (Q96RJ0 whole entry, looked up): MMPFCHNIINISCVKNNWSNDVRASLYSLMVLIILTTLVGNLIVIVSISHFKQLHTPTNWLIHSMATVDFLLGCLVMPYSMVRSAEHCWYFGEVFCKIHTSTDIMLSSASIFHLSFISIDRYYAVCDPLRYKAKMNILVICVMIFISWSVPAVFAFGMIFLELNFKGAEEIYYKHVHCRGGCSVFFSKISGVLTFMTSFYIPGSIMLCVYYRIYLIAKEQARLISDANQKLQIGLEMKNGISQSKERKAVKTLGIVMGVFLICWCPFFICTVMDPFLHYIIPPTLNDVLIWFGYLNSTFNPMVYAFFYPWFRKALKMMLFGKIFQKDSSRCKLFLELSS
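Test system – hTAAR1-expressing CHO RD-HGA16 cells, Gα16-coupled · Reagent – β-PEA at EC80 concentration, post-compound challenge · Compound dosing – 3 µM, single point · Timing – 140 s kinetic read after compound, 140 s after agonist · Detection – Fluo-8 intracellular calcium dye fluorescence, real-time kinetic reads · Control set – DMSO and EC80 PEA controls · Repeats – n of 1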
M1 PAM = positive allosteric modulators of human M1 muscarinic receptor; CHO-K1 hM1, Fluo-8 calcium fluorescence, ACh EC20; 0% = ACh EC20, 100% = maximal ACh; activation, % at 3 µM; 360,000 compounds, 0.088% hits; AID 588819; in the data active = activation above about 19%, passing the limit was not always enough
TAAR1 ag = agonists of human TAAR1 | Q96RJ0 | CHO RD-HGA16 TAAR1, Fluo-8 calcium fluorescence; vehicle wells 0%, saturating PEA agonist 100% | activation, % at 3 µM | 360,000 compounds, 0.99% hits | AID 624467;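 active = activation above the mean activation of all test compounds in the run plus 3 SD, cut at about 38% in these data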
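Repeats: no replicates (n 1) | Material: CHO-derived RD-HGA16 cells with stable Gα16 and human TAAR1 | Technique: Kinetic Fluo-8 calcium fluorescence | Schedule: 17-24 h seeding, 75 min 37 °C dye, 30 min RT | Evaluation: % activation from peak over basal fluorescence ratio, DMSO-to-PEA scaled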
CHO parental Ca = counter-screen: ATP calcium response change in parental CHO cells; parental CHO-K1, ATP-induced calcium, Fluo-8 fluorescence; inhibition, % at 5.6 µM; 330,000 compounds, 0.63% hits;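 active = inhibition above that plate's mean sample inhibition plus 3 SD, cut at about 26% in these data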;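 note: 0% = ATP-challenged DMSO wells and 100% = DMSO wells without ATP; some compounds past the cut are filed as inactive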
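Material: parental CHO cells / Compound: single nominal dose of 5.6 µM per compound / Signal: Fluo-8 fluorescence / Replicates: singlicate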
CHO-K1 Ca ag = M1 agonist counterscreen hit in parental CHO-K1 cells; AID 602248; activation, % at 3 µM; 360,000 compounds, 0.48% hits; Fluo-8 calcium fluorescence; scaled to maximal ATP response, vehicle zero; in the data active = activation above about 15%;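 note: untransfected CHO-K1 host cells lacking M1 receptor as counterscreen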
* = called active by the depositor; nt = no result given. No enrichment for hits; any-hit rate near 4.4%.

SMILES | CHRM1 antagonist | CHRM1 agonist | CHO-K1 Ca antag | CHO-K1 Ca PAM | TAAR1 antagonist | M1 PAM | TAAR1 ag | CHO parental Ca | CHO-K1 Ca ag
CN(CC(=O)Nc1ccc(Cl)c(C(F)(F)F)c1)C(=O)COc1cccc2cccnc12 | 1 | 1 | 4 | -9 | -17 | 3 | 13 | nt | 0.2
CSc1ccc(/C=N/NC(=O)c2cccc(Cl)c2)cc1 | -5 | -5 | -16 | 28 | 9 | 12 | 11 | -10 | 1.8
CCN(CC)CCn1c(=S)[nH]c2ncccc2c1=O | 3 | -4 | 2 | -6 | 11 | 2 | 7 | 5 | 0.3
CCOc1ccc(N2CSC3=C(C#N)C(c4ccco4)CC(=O)N3C2)cc1 (stereo not given) | -4 | -1 | -14 | 7 | 3 | 2 | 10 | -21 | 0.6
CC(C)CC(=O)Nc1nnc(S(=O)(=O)N2CCCCCC2)s1 | -4 | -2 | -15 | -7 | -28 | 1 | 4 | -16 | 0.5
O=C(NC1CCSC1=O)C1CCCCC1 (stereo not given) | 20 | -3 | 2 | 1 | 3 | -2 | 0 | -6 | 0.6
CCOC(=O)N1CCC(N(CCN(C)C)C(=S)Nc2cccc(Cl)c2)CC1 | -1 | -6 | -8 | 0 | -10 | -1 | 6 | -7 | 1.6
CN(CCCNC(=O)Cn1c(=O)c2cccn2c2ccccc21)Cc1ccccc1 | -21 | -4 | -4 | 12 | -14 | 21 | 1 | -23 | 0.8
COc1ccccc1NC(=O)N(O)C1(C#N)CCCCC1 | -7 | -2 | -14 | 2 | 0 | 1 | 0 | nt | 0.5
C[C@H](CO)N1C[C@H](C)[C@@H](CN(C)C(=O)NC2CCCCC2)Oc2c(NC(=O)CCC(F)(F)F)cccc2C1=O | -10 | -4 | -16 | 10 | -20 | 5 | 3 | -16 | 0.7
COc1cc(C(=O)NCc2ccco2)cc(OC)c1OC | -2 | -2 | -10 | 1 | 18 | 4 | 2 | -20 | 0.2
O=C(COc1ccc2ccccc2c1CN1CCOCC1)N1CCc2ccccc21 | 9 | -3 | -14 | 0 | -6 | -5 | 10 | -18 | 1.6
O=C(COC(=O)c1cc(NS(=O)(=O)c2cccs2)ccc1O)Nc1cc(Cl)ccc1Cl | -6 | -3 | -8 | 23 | 2 | 5 | 0 | 5 | 2.3
CCSCCNC(=O)c1cncc(Br)c1 | -23 | -3 | -6 | 17 | 10 | 8 | 6 | -6 | 0.4
O=C(NCc1ccc2c(c1)OCO2)c1ccc(-n2cnnn2)cc1 | -6 | -2 | -2 | 17 | 3 | 2 | 5 | 3 | 0.1
Cc1ccc(C(C)NC(=O)c2cccs2)cc1 (stereo not given) | -8 | -2 | -7 | 4 | 6 | 5 | 0 | -4 | 2.5
Cc1cccc(OCCNc2ccc([N+](=O)[O-])cn2)c1 | 4 | -6 | -7 | 1 | 8 | 1 | 8 | 1 | 1.5
CCCCCCCCCS(=O)(=O)Nc1cc(C)ccn1 | -2 | -6 | 14 | -3 | 1 | 5 | 0 | -14 | 0.0
COc1cccc(N(CC(=O)NCC2CCCO2)C(=O)CCC(=O)Nc2nccs2)c1 (stereo not given) | -2 | -5 | 3 | -8 | 18 | 1 | 0 | -14 | 0.3
COc1ccc(C(OC(=O)c2ccco2)C(=O)NC(C)(C)C)cc1OC (stereo not given) | -1 | -1 | -6 | 17 | -5 | -1 | 3 | nt | 0.8
O=C(Nc1c(Cl)ccc2nsnc12)c1ccco1 | -8 | 3 | 8 | -15 | 10 | 15 | 5 | -2 | -0.2
Cc1nc(N)sc1-c1nnc(SCC(=O)Nc2ccccc2C(F)(F)F)n1C | -9 | -1 | -7 | 23 | 2 | 5 | 19 | -3 | 0.5
CCOc1ccc(NC(=O)CN(C)Cc2ccc3c(c2)OCO3)cc1S(=O)(=O)N1CCCC1 | 1 | -5 | -12 | 18 | 13 | 2 | 3 | -23 | 6.1
ONC(=Nc1ccc(Cl)cc1)c1ccccc1 | -2 | -7 | -2 | 20 | -11 | 7 | 18 | -7 | 0.9
COc1cccc(CN(C(=O)c2ccc([N+](=O)[O-])cc2)C2CCS(=O)(=O)C2)c1 (stereo not given) | -9 | 0 | -6 | 1 | -25 | 7 | 1 | -18 | 0.4

Other entries.
SMILES | CHRM1 antagonist | CHRM1 agonist | CHO-K1 Ca antag | CHO-K1 Ca PAM | TAAR1 antagonist | M1 PAM | TAAR1 ag | CHO parental Ca | CHO-K1 Ca ag
Cc1nc2scc(-c3cccs3)c2c(=O)o1 | -7 | -2 | 6 | 10 | -4 | 6 | 0 | -4 | 0.5
COc1ccc(N(C(=O)c2ccc(Br)o2)C2C=CS(=O)(=O)C2)c(OC)c1 (stereo not given) | -4 | -4 | 6 | 8 | 0 | 3 | 0 | -4 | 0.6
C[C@@H]1CN(S(=O)(=O)c2c(F)cccc2F)CCN1S(=O)(=O)c1ccc2c(c1)OCCO2 | -4 | -1 | -16 | 4 | 27 | 4 | 9 | -14 | 0.9
Clc1ccc(-c2nnc(-c3ccco3)nc2N2CCCCC2)cc1 | -8 | -9 | -4 | 25 | -14 | 11 | -2 | -23 | 0.0
COc1ccc(C)cc1S(=O)(=O)N(C)CC(=O)Nc1ccc2c(c1)OCO2 | -9 | -4 | -10 | 20 | -22 | 8 | 5 | -8 | 1.7
CCOC(=O)c1c(CN2CCCCC2)oc2ccc(O)cc12 | 16 | -5 | 6 | -2 | -6 | -9 | 2 | -19 | -0.2
Cc1ccc(CS(=O)Cc2ccc(C(=O)NC3CCC(C)CC3)o2)cc1 (stereo not given) | -3 | -4 | 2 | -12 | -41 | 5 | 0 | -26 | 1.1
CC(=O)C1[C@H](N(C)C)CC2C3CC=C4CC(O)CC[C@]4(C)C3CC[C@@]21C (stereo not given in full) | 11 | -9 | 22 | -9 | -6 | 0 | 1 | -6 | 0.1
O=C(COC(=O)/C=C/c1ccccc1)Nc1ccc2c(c1)OCCO2 | -18 | 2 | -20 | 6 | -3 | 27* | 4 | -12 | 0.4
O=C(NC1CC1)C1=C[C@@H](c2ccc(C(F)(F)F)cc2)C[C@@H](OCCCCO)O1 | 7 | -6 | -13 | 2 | -5 | -3 | 2 | -7 | 0.1
CN(C)CCCN1c2ccc([N+](=O)[O-])cc2CCc2cc([N+](=O)[O-])ccc21 | 6 | -5 | -13 | 20 | 7 | -2 | 22 | -3 | 3.4
C[C@@H]1NC(=O)OC1c1ccco1 (stereo not given in full) | -4 | -4 | -17 | 14 | -7 | 8 | 5 | -5 | 0.8
C=CCn1c(SCC(=O)Nc2ccccc2F)nnc1C(C)NC(=O)c1ccccc1F (stereo not given) | -3 | -2 | -1 | 9 | -7 | 4 | 0 | -14 | 1.4
Cc1ccc(S(=O)(=O)N2CCN(C(=O)COC(=O)/C=C/c3ccccc3F)CC2)c(C)c1 | -7 | -3 | -9 | 8 | -15 | 4 | 5 | -15 | -0.1
O=C(Nc1nc2c(F)cc(F)cc2s1)c1ccccn1 | 18 | 0 | -4 | 11 | -17 | -4 | 3 | 16 | 1.4
COC(=O)c1ccc(N=C2SCC(=O)N2C)cc1 | -5 | -2 | 0 | 4 | 20 | 3 | 3 | -9 | 1.0
O=C(NCCC1=CCCCC1)c1ccc(F)c(S(=O)(=O)N2CCOCC2)c1 | -2 | -1 | -6 | 0 | 7 | 2 | 3 | -11 | 0.8
COc1c(C)cc(C(=O)C2CCCN(C(=O)c3cccc(-n4cccn4)c3)C2)cc1C (stereo not given) | -3 | -1 | -12 | 17 | 1 | 2 | -1 | -9 | 3.4
C=C1C(=O)[C@]23C[C@H]1CC[C@H]2[C@]1(C)[C@@H](OC(C)=O)CC[C@@](C)(C(=O)OC)[C@H]1C[C@@H]3OC(C)=O | -25 | -3 | -10 | 16 | -13 | 4 | 4 | nt | 1.4
CC(O)[C@H](NC(=O)C1CCN(C(=O)[C@H](Cc2ccccc2)NC(=O)OC(C)(C)C)CC1)C(=O)O (stereo not given in full) | -14 | -2 | -9 | 4 | -15 | 9 | 2 | nt | 0.0
O=C(CNC(=S)N(Cc1ccccc1)Cc1cccnc1)NC1CC1 | -7 | -8 | -10 | 19 | -9 | 7 | 2 | -5 | 0.5
CCn1nnc(NC(=O)c2ccco2)n1 | -13 | -1 | -14 | 7 | -1 | 9 | 6 | -2 | 1.0
CC(=O)NCCn1c(SCc2ccc(C)cc2)nc2ccccc2c1=O | 4 | -3 | -1 | 11 | 4 | -7 | 27 | -28 | 0.3
CS(=O)(=O)N(CCc1ccccc1)CC(=O)NCc1ccc(Cl)cc1 | -9 | -7 | 4 | 19 | 4 | 11 | 4 | -14 | 6.2
O=C(NCC1COc2ccccc2O1)C1CCN(S(=O)(=O)c2ccccc2)CC1 (stereo not given) | 6 | -2 | -16 | 12 | 35 | -1 | 11 | -10 | 8.3

Part of the list above, comma-delimited:
structure,CHRM1 antagonist,CHRM1 agonist,CHO-K1 Ca antag,CHO-K1 Ca PAM,TAAR1 antagonist,M1 PAM,TAAR1 ag,CHO parental Ca,CHO-K1 Ca ag
Cc1ccc(S(=O)(=O)N2CCN(C(=O)COC(=O)/C=C/c3ccccc3F)CC2)c(C)c1,-7,-3,-9,8,-15,4,5,-15,-0.1
O=C(Nc1nc2c(F)cc(F)cc2s1)c1ccccn1,18,0,-4,11,-17,-4,3,16,1.4

The listing continues:
SMILES | CHRM1 antagonist | CHRM1 agonist | CHO-K1 Ca antag | CHO-K1 Ca PAM | TAAR1 antagonist | M1 PAM | TAAR1 ag | CHO parental Ca | CHO-K1 Ca ag
Oc1ccc(-c2nc3ncccn3c2Nc2ccc3c(c2)OCO3)cc1 | -25 | -1 | -6 | 17 | 9 | 5 | 2 | -9 | 0.2
O=C(Nc1cccc(S(=O)(=O)c2cccc(NC(=O)c3ccco3)c2)c1)c1ccco1 | 20 | 2 | 4 | -5 | -16 | -13 | 2 | 1 | 13
c1ccc(COc2cccc(-c3cc4nc(NCCN5CCOCC5)ccn4n3)c2)cc1 | 0 | 0 | -13 | 12 | 40 | -2 | 21 | nt | 7.0
FC(F)(F)c1cnc(N2CCC(=NOCc3ccc(Cl)cc3)CC2)c(Cl)c1 | -12 | -2 | -9 | 18 | -8 | 13 | 5 | -5 | 0.6
O=C(CCCc1nc(-c2ccccc2Cl)no1)N1CCOCC1 | -13 | -4 | -7 | 8 | -11 | 8 | 1 | -25 | 0.7
COc1ccc(OC)c(N=c2oc3cc(O)ccc3cc2C(N)=O)c1 | -3 | -2 | 8 | -8 | 7 | 5 | 11 | -4 | 0.1
CCN(C(=O)COc1ccc(N(C)S(=O)(=O)c2ccc(NC(C)=O)cc2)cc1)C1CCCCC1 | -3 | -2 | -6 | -6 | 14 | -4 | 1 | -15 | -0.1
O=C(O)CSC(C(=O)Nc1ccc(C(F)(F)F)cc1)c1ccccc1 (stereo not given) | -8 | -3 | -11 | 18 | 1 | 7 | 4 | -10 | 0.7
COc1ccc(N=Nc2cnc(C)nc2-c2ccccc2)cc1 | -8 | -4 | -5 | 0 | -23 | 1 | 12 | -28 | 0.4

Source: PubChem (The Scripps Research Institute Molecular Screening Center)
